Screens deposited in PubChem BioAssay by National Center for Advancing Translational Sciences (NCATS).
IL-2 act: IL-2 activation; activation, % (series mostly up to about 46 µM); actives 0.065% (n = 360,000); IL-2 activation reporter assay, cell-based qHTS; stimulated with anti-CD3/CD4/CD28 beads; in transgenic mouse T cells; in the data active means activation above about 50%; inconclusive means mostly about 30% to 49%; further: 0% is about no effect
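Using fluorescent plate cytometry, EGFP and DsRed are detected in transgenic mouse T cells stimulated 18 h at 37 degrees C with antibody-coated beads after 60 min compound pretreatment.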
PI5P4Ka inh: inhibitors of human PI5P4K alpha | PI5P4Kalpha enzyme, ADP-Glo luminescence, 60 min; active compounds read low | P48426 | max response, % | actives 1.2% (n = 330,000) | AID 652105; active means max response of -50% or lower; inconclusive means between -30% and -50%; inactive means -30% or higher; further: value at the top dose of about 77 µM; on the % scale 0 is the no-effect control and ±100 the full control effect
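Reactions run in 0.038 M HEPES pH 7.4, 0.28 mM EGTA, 0.1% CHAPS and 5% DMSO, with PI5P4Kalpha, substrate, compound and 5 microM ATP final, one hour at room temperature. Readout is ADP-Glo luminescence.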
EPAC1 antagonist: EPAC1 (human) antagonism | actives 0.14% (n = 360,000) | AID 720709 | EPAC1 GEF assay, Rap1b-BODIPY-GDP exchange fluorescence | Potency, µM (highest dose often 115 µM), inactives show top-dose activity change, negative = inhibition, actives largely listed as inhibitors | O95398;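 further: potency means the concentration at half of the fitted maximal effect; plate controls were vehicle for no effect and positive control for full effect; nearly all actives have a fitted effect of over 50% in size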
EPAC1 ag: activates human EPAC1 exchange factor; actives 0.073% (n = 360,000); Potency, µM (titrated, usually from 154 µM), without a hit: at the highest dose activation, hits mostly activators; EPAC1 agonist qHTS, biochemical assay; response scale: 100% = response to 6.5 mM cAMP; further: potency means the concentration at half of the fitted maximal effect; nearly all actives have a fitted effect of over 60% in size
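Compounds were pinned as a concentration titration into mixtures of EPAC1 (100 nM), BODIPY-GDP-loaded Rap1B (250 nM) and GDP (50 uM). After 5 min at room temperature, fluorescence was followed for 30 min; activity was scaled to 6.5 mM cAMP.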
WRN inhibitor: blocks human WRN helicase; Q14191; actives 0.46% (n = 360,000); WRN helicase unwinding, fluorescent forked duplex, kinetic; AID 651768; Potency, µM (highest dose often 114 µM), without a hit: at the highest dose activity change, negative = inhibition, hits mostly inhibitors; further: potency means the concentration at half of the fitted maximal effect; on the % scale 0 is the no-effect control and ±100 the full control effect; nearly all actives have a fitted effect of over 55% in size
Target sequence (Q14191 whole entry, looked up): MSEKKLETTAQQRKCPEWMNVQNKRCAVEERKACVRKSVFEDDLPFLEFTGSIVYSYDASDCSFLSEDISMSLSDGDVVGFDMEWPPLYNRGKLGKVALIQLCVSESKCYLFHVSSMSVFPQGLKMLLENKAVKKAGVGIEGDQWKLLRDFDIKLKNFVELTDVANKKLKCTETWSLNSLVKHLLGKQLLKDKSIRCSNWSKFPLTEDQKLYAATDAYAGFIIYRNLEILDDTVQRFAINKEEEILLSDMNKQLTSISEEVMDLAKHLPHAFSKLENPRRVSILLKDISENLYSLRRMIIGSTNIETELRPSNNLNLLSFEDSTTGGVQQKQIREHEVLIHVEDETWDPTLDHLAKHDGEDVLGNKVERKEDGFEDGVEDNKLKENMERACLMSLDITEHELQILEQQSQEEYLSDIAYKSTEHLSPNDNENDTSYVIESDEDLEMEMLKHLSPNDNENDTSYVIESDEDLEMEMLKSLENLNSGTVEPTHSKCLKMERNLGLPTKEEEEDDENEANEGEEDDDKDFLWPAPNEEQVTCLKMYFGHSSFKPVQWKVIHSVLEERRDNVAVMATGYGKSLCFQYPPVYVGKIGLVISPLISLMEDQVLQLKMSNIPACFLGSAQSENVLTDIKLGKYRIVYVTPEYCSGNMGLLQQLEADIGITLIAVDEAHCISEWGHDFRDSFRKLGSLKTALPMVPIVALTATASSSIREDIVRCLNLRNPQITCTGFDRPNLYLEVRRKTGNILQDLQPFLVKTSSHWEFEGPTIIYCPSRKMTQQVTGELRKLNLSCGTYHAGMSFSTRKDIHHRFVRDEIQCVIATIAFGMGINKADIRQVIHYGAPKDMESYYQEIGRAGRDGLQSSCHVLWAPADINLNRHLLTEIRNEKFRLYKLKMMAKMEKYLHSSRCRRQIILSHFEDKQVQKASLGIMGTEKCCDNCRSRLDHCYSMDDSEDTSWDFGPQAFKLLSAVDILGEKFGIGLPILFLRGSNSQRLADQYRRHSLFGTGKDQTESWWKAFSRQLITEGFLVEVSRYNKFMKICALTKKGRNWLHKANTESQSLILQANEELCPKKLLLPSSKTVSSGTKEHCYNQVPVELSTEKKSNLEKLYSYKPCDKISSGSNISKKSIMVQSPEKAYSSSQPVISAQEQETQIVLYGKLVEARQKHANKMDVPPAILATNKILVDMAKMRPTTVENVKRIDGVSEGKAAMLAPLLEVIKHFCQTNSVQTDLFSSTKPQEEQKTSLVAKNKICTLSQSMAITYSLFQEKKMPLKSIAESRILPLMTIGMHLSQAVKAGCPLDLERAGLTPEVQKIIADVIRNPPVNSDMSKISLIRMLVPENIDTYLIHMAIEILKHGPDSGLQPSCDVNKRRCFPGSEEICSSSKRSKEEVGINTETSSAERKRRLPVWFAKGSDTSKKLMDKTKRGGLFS
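Kinetic fluorescence helicase assay: unwinding of a quenched forked DNA duplex (100 nM final) with 2 mM ATP final raises red fluorescence (525/598 nm). Compounds sat 15 min at room temperature with 20 nM WRN beforehand.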
Abeta yeast res: restores growth of yeast expressing A-beta42 peptide. Potency, µM (doses to about 46.1 µM), without a hit: at the highest dose growth rescue, most hits filed as activators. actives 0.063% (n = 410,000). yeast expressing A-beta42, growth rescue, OD600, 48 h; response scale: 0% DMSO, 100% iron-clioquinol control; further: potency means the concentration at half of the fitted maximal effect; nearly all actives have a fitted effect of over 55% in size
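Yeast growth medium received pinned compounds, then yeast cells expressing toxic A-beta were added; plates incubated at 30 C for 48 hr. Growth read as absorbance at 600 nm, normalized to DMSO and equimolar FeCl3 plus clioquinol controls.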
PLK1 PBD block: inhibitors of human PLK1 polo-box domain binding; P53350; Plk1 PBD binding of FITC phosphopeptide, fluorescence polarization; Potency, µM, for the others: max response, negative = inhibition, hits mostly inhibitors; actives 2.8% (n = 360,000); further: potency means the concentration at half of the fitted maximal effect; series mostly up to about 57 µM; on the % scale 0 is the no-effect control and ±100 the full control effect; nearly all actives have a fitted effect of over 65% in size
FUS yeast rescue: suppressors of FUS proteinopathy in yeast. AID 1347120. Potency, µM (doses to about 76.6 µM), inactives show at the highest dose growth rescue (activation), actives largely listed as activators. S. cerevisiae FUS-expressing, growth rescue, OD600, 24 h. actives 0.24% (n = 390,000);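 further: potency means the concentration at half of the fitted maximal effect; plate controls were DMSO vehicle for no effect and reference control for full effect; nearly all actives have a fitted effect of over 55% in size; some results filed as inactive show a strong effect at the top dose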
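Quantitative HTS measuring growth restoration of FUS-toxic yeast. Galactose-induced cells (OD 0.005) were exposed 24hr at 30C to compounds at several concentrations, then absorbance at 600 nm was recorded.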
* hit, by the source's call; ? = inconclusive; / = no result given; [ ] = another dose, or the depositor's remark. Unless noted, the call rests on the fitted dose curve; in most records, active means well fitted curve in the direction sought with a large enough effect; inconclusive means small, poorly fitted or top-dose-only effect, or another doubt; inactive means no such curve, though single readings can be large; an effect the other way counts as inactive or inconclusive.

Order of results: IL-2 act	PI5P4Ka inh	EPAC1 antagonist	EPAC1 ag	WRN inhibitor	Abeta yeast res	PLK1 PBD block	FUS yeast rescue
- CN(Cc1cccc(Cl)c1Cl)C(=O)c1cccc(S(=O)(=O)N2CCN(Cc3ccccc3)CC2)c1
→ -3.9	1	-15%	-7%	-30%	2%	-3%	/
- O=C(Oc1ccc(/C=N/NC(=O)c2ccco2)cc1)c1ccccc1
→ -0.3	2	-11%	-1%	-3%	-7%	-17%	-2%
- N#Cc1ccsc1NC(=O)c1cnccn1
→ -0.6	0	-13%	-4%	-9%	-10%	-14%	?
- Cc1nc2c(sc3nc(N4CCOCC4)c4c(c32)CC(C)(C)OC4)c(-c2ccccc2)c1C(=O)O
→ 0.7	1	9%	15%	-3%	7%	1%	15%
- CCOc1ccccc1NC(=O)CN(c1ccc(OC)cc1OC)S(=O)(=O)c1ccccc1[N+](=O)[O-]
→ -0.6	0	-4%	11%	2%	11%	-10%	5%
- COc1ccc(C(=O)NCc2nnc(SCC(=O)NC3CCCCC3)n2C)cc1
→ -2.5	-4	-8%	2%	1%	-14%	-23%	18%
- C(=C\c1ccco1)/C=N/n1cnnc1
→ 1.0	4	-9%	5%	-8%[57.1 µM]	-7%	-5%	35%
- COc1ccccc1C(=O)NNC(=O)C(=O)Nc1ccc(C)c(Cl)c1
→ -3.8	-2	-21%	-17%	-18%	6%	30µM*	4%
- C[C@@H]1CC[C@]2(O[C@H](CCO)C[C@@H](O)[C@@H]2O)O1
→ -0.4	-3	-5%	-4%	2%	-12%	1%	-4%
- O=C(Nc1cccc(-n2cnnn2)c1)c1ccoc1COc1ccc(Cl)cc1
→ -2.4	1	3%	8%	-5%	4%	0%	3%
- C=C1C(=O)OC2CC1C(O)CC(C)=CCCC(C)=CC(O)CC2C (stereo not drawn)
→ -7.8	17	-1%	0%	-2%	2%	-7%	/
- COc1ccccc1NC(=O)Nc1nnc(C(C)c2ccccc2)s1 (stereo not drawn)
→ -0.2	20	1%	-5%	-2%	17%	-9%	4%
- CC(C)CC1NC(=O)N(CC(=O)Nc2ccccc2-c2ccccc2)C1=O (stereo not drawn)
→ -0.7	-6	7%	-4%	-2%	-9%	-5%	10%
- COc1cc(CN2C[C@@H](CO)O[C@@H](n3cnc4c(N5CCCC5)ncnc43)C2)cc(OC)c1OC
→ -0.1	-7	-6%	-6%	-2%	-4%	-3%	-4%
- CC(=O)Nc1ccc(NC(=O)C2CCCN2C(=O)Nc2ccccc2[N+](=O)[O-])cc1 (stereo not drawn)
→ 1.4	-1	-7%	9%	-11%	-4%	3%	16%
- O=C(NCc1cccs1)c1ccc(Br)o1
→ 0.5	5	-23%	3%	-2%	24%	-5%	/
- O=S1(=O)N=C(Oc2cccc3ccccc23)c2ccccc21
→ -1.7	-1	13%	3%	12%	0%	-17%	9%
- COC(=O)c1ccccc1NC(=O)c1ccc2c(c1)OCCO2
→ -1.0	9	2%	6%	-3%	-28%	-11%	18%
- COc1cccc(NC(=S)NNC(=O)Cn2nc(C(F)F)cc2C(F)F)c1
→ -0.3	-2	?	2%	-14%	24%	-13%	2%
- COc1ccc(-c2nc(-c3ccccc3)c(-c3cccs3)[nH]2)cc1OC
→ -2.1	/	-4%	9%	-7%[57.1 µM]	13%	3%	?
- Cc1ccc2nc(N3CCN(CCO)CC3)nc(-c3ccccc3)c2c1
→ -2.2	1	-8%	0%	4%	-12%	0%	-21%
- CCN(CC)C(=O)C1CCCN(Cc2cccc(Oc3ccccc3)c2)C1 (stereo not drawn)
→ 6.9	0	2%	-2%	2%	0%	1%	18%
- O=C(NNC(=O)c1ccc(F)c(S(=O)(=O)N2CCOCC2)c1)c1ccc([N+](=O)[O-])cc1
→ 0.6	0	18%	-3%	-2%	2%	-2%	-31%[inhibitor]
- N#CCCn1cc(C(=O)O)c(-c2cccs2)n1
→ -1.7	2	3%	13%	-3%	8%	-3%	-6%
- Cc1ccn(CC(=O)N/N=C/c2cc([N+](=O)[O-])ccc2O)n1
→ -0.2	-1	12%	7%	-18%[57.1 µM]	-36%[inhibitor]	7%	-3%
- Cc1cc(NCC(c2ccccc2)c2ccccc2)n2ncnc2n1
→ -0.3	0	-5%	3%	-3%	17%	1%	-2%
- COc1cccc(C(=O)N2CCC2(C)C(=O)O)c1 (stereo not drawn)
→ -0.2	0	6%	1%	1%	-7%	-2%	-11%
- CCN1CCN(CC(=O)Nc2ccc(C(C)=O)cc2)CC1
→ 0.2	8	7%	6%	-29%	-21%	-4%	2%
- CCc1ccc(C2C(C#N)=C(N)SC(N)=C2C#N)cc1
→ 4.3	/	19%	2%	-27%	9%	-17%	?
- Cc1cc(C)c2nc(N(CCCN(C)C)C(=O)c3ccc(S(=O)(=O)N4CC(C)OC(C)C4)cc3)sc2c1 (stereo not drawn)
→ -0.2	-14	-25%	?	-19%	-2%	-7%	?
- COc1ccc(/C=C(/NC(=O)c2ccccc2)C(=O)N2CCCCC2)cc1OC
→ 0.2	3	0%	-10%	4%	-20%	3%	-1%
- Cc1ccc2cc3c(=O)n(C)cc(C=O)c3nc2c1
→ -1.6	-1	-23%	2%	1%	7%	-14%	6%
- COc1ccccc1NC(=O)Nc1nc2ccc(S(N)(=O)=O)cc2s1
→ -1.2	-22	-2%	1%	?	-15%	2%	25%
- Cc1ccccc1N(CC(=O)N/N=C/c1cc(C)n(-c2ccccc2C)c1C)S(C)(=O)=O
→ 0.2	-6	-3%	4%	-9%	-27%	6%	-1%
- CCCNC(=O)COC(=O)c1ccc(N2CCCC2)c([N+](=O)[O-])c1
→ -3.8	3	-30%	-4%	4%	1%	-9%	10%
- O=C(N/N=C/c1cc(Br)ccc1O)Nc1ccccc1
→ -5.0	21	-19%	15%	-8%	2%	-11%	8%
- COC(CN(C(=O)CCl)C(C(=O)NC1CCCCC1)c1ccc(C)cc1)OC (stereo not drawn)
→ -3.7	-7	1%	-7%	8%	7%	-2%	/
- CCOc1cc(-c2cc(-c3ccc(OC)cc3)nc(N)c2C#N)ccc1O
→ -1.5	-20	5%	13%	4%	5%	-2%	36%
- COCc1c(C(=O)N/N=C/c2cccc3ccccc23)nnn1-c1nonc1N
→ 0.5	-3	-6%	-1%	0%	5%	4%	-9%
- Cc1cc([N+](=O)[O-])nn1CC(=O)N1CCOCC1
→ 4.3	-3	-9%	8%	5%	5%	-6%	-14%

By substructure: the entries above containing a furan ring, fused or not.
Order of results: IL-2 act	PI5P4Ka inh	EPAC1 antagonist	EPAC1 ag	WRN inhibitor	Abeta yeast res	PLK1 PBD block	FUS yeast rescue
- O=C(Oc1ccc(/C=N/NC(=O)c2ccco2)cc1)c1ccccc1
→ -0.3	2	-11%	-1%	-3%	-7%	-17%	-2%
- C(=C\c1ccco1)/C=N/n1cnnc1
→ 1.0	4	-9%	5%	-8%[57.1 µM]	-7%	-5%	35%
- O=C(Nc1cccc(-n2cnnn2)c1)c1ccoc1COc1ccc(Cl)cc1
→ -2.4	1	3%	8%	-5%	4%	0%	3%
- O=C(NCc1cccs1)c1ccc(Br)o1
→ 0.5	5	-23%	3%	-2%	24%	-5%	/

Of the compounds above, 2 have bromine:
Order of results: IL-2 act	PI5P4Ka inh	EPAC1 antagonist	EPAC1 ag	WRN inhibitor	Abeta yeast res	PLK1 PBD block	FUS yeast rescue
- O=C(NCc1cccs1)c1ccc(Br)o1
→ 0.5	5	-23%	3%	-2%	24%	-5%	/
- O=C(N/N=C/c1cc(Br)ccc1O)Nc1ccccc1
→ -5.0	21	-19%	15%	-8%	2%	-11%	8%

A second format for 3 compounds above.
structure	IL-2 act	PI5P4Ka inh	EPAC1 antagonist	EPAC1 ag	WRN inhibitor	Abeta yeast res	PLK1 PBD block	FUS yeast rescue
COc1ccccc1NC(=O)Nc1nc2ccc(S(N)(=O)=O)cc2s1	-1.2	-22	-2%	1%	?	-15%	2%	25%
Cc1cc(C)c2nc(N(CCCN(C)C)C(=O)c3ccc(S(=O)(=O)N4CC(C)OC(C)C4)cc3)sc2c1 (stereo not drawn)	-0.2	-14	-25%	?	-19%	-2%	-7%	?
CCN(CC)C(=O)C1CCCN(Cc2cccc(Oc3ccccc3)c2)C1 (stereo not drawn)	6.9	0	2%	-2%	2%	0%	1%	18%

Later entries:
Order of results: IL-2 act	PI5P4Ka inh	EPAC1 antagonist	EPAC1 ag	WRN inhibitor	Abeta yeast res	PLK1 PBD block	FUS yeast rescue
- CC(=O)Nc1ccc(SC(C)C(=O)NC(N)=O)cc1 (stereo not drawn)
→ -1.2	/	-3%	9%	10%	4%	24µM*	-4%
- NC(=O)CC(NC(=O)Cc1ccc(Br)cc1)c1ccc(N2CCC(Br)CC2)c([N+](=O)[O-])c1 (stereo not drawn)
→ -0.4	0	?	4%	-1%	4%	-9%	33%
- O=c1[nH]c(CN2CCN(c3ccccc3O)CC2)nc2scc(-c3ccccc3Cl)c12
→ -1.9	1	12%	24%	-1%	5%	7%	?
- O=C(Nc1ccccc1)c1cc(-c2ccccc2Cl)no1
→ -1.8	?	-11%	-8%	12%	10%	3.8µM*	-31%
- C=CCn1c(C(C)NC(=O)c2cccs2)n[nH]c1=S (stereo not drawn)
→ -1.1	2	8%	7%	1%	4%	-10%	/
- COc1ccc(NC(C)=O)cc1NC(=O)CSc1nnc(C2CCCCC2)n1N
→ -3.6	-7	-10%	-1%	-28%	-10%	-7%	/
- CC1(C(=O)Nc2ccccc2)Cc2c(-c3ccc4c(c3)OCO4)ccnc2O1 (stereo not drawn)
→ 0.3	-1	-16%	19%	5%	4%	-3%	?
- O=C(CNC(=O)c1ccc(Br)cc1)OC1CCOC1=O (stereo not drawn)
→ -3.4	-8	-8%	11%	6%	-4%	-10%	-38%
- CN(Cc1ccco1)C(=O)Cn1ncc2c([nH]c3ccccc32)c1=O
→ 1.7	-8	-6%	5%	7%	-6%	-5%	-12%
